ALDH1A1 block: ALDH1A1 (human) enzyme inhibition | actives 7.3% (n = 220,000) | AID 1030 | Potency, µM (top dose mostly 75.3 µM), for inactives: top-dose activity, negative = inhibition, most hits filed as inhibitors | P00352 | Purified ALDH1A1, NADH fluorescence, propionaldehyde substrate; active = well fitted inhibition curve with a large enough effect, not every such curve was filed as active; inconclusive = small, poorly fitted or top-dose-only effect, or another doubt; inactive = no such curve, though single readings can be large or run the other way;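 note: plate controls were no enzyme wells and a reference inhibitor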
Target sequence (P00352 whole entry, looked up): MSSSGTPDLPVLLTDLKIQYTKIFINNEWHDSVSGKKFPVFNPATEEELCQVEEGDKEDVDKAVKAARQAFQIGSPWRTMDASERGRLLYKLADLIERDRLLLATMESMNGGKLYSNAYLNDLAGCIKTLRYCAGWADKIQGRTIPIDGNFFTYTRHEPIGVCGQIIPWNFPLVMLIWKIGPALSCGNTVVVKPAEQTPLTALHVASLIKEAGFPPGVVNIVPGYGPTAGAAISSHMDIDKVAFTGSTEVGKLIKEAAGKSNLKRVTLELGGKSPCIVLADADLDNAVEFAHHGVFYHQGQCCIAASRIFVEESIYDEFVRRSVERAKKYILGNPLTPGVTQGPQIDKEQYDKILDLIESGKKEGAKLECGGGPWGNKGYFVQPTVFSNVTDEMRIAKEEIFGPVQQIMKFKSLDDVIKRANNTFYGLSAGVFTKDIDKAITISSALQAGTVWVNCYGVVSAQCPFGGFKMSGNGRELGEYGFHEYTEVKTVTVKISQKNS
KDM4E inh: blocks human JMJD2E demethylase activity | B2RXH2 | JMJD2E catalytic domain, FDH-coupled NADH fluorescence (FDH is formaldehyde dehydrogenase) | Potency, µM (top dose mostly 57.1 µM), for inactives: at the highest dose activity change, negative = inhibition, usual class: inhibitors | actives 1.6% (n = 230,000) | AID 2147; active = well fitted inhibition curve with a large enough effect, not every such curve was filed as active; inconclusive = small, poorly fitted or top-dose-only effect, or another doubt; inactive = no such curve, though single readings can be large or run the other way;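 note: 0% = wells with enzyme and -100% = buffer wells without enzyme; nearly all actives have a fitted effect of over 50% in size; many of its hits are not listed in these tables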
Target sequence (B2RXH2 1-337 limits assumed): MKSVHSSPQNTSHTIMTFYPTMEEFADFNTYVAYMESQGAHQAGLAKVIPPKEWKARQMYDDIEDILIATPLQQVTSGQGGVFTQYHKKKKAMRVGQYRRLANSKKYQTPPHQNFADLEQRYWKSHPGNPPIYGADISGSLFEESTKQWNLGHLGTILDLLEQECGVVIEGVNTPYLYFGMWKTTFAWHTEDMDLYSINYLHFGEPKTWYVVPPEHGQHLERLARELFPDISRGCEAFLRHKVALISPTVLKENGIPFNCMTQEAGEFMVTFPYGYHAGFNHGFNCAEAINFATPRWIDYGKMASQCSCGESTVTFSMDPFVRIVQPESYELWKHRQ
Tau fluor counter: counter-screen for tau fibril formation inhibitors | actives 0.93% (n = 280,000) | AID 1463 | tau K18 P301L Alexa594 fluorescence, heparin fibrillization | Potency, µM (series often up to 57.7 µM), inactives show at the top dose activity change, negative = decrease; note: % is set by controls: 0 for no effect and ±100 for the full control effect; nearly all actives have a fitted effect of over 55% in size
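Human tau K18 P301L (15 uM unlabeled, 0.24 uM Alexa 594-labeled) in 100 mM sodium acetate pH 7 with 20 uM heparin, 6 hr at 37 C. ThT 30 uM added, 1 hr ambient; Alexa 594 FP and total fluorescence read at 555/632 nm.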
HttQ103 aggreg: inhibitors of mutant huntingtin aggregate formation in PC12 cells. PC12 HttQ103-GFP aggregates, Acumen cytometry, 40 h. Potency, µM (doses to about 46.1 µM), without a hit: top-dose activity change, negative = inhibition, hits mostly inhibitors. actives 1.1% (n = 220,000). AID 1688; note: % is set by controls: 0 for no effect and ±100 for the full control effect; nearly all actives have a fitted effect of over 60% in size
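Aggregates are detected as GFP objects 1–25 µm with signal 6 STDEV over background in lysates of induced PC12 cells. These carry Huntingtin exon 1 with 103 glutamines fused to GFP under an ecdysone promoter; compounds titrated.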
Tau FP inhib: blocks human tau fibril formation measured by polarization; P10636; K18 P301L tau heparin fibrillization, Alexa594 FP, 6 h; Potency, µM (top dose mostly 57.7 µM), for the others: at the top dose activity, negative = inhibition, hits mostly inhibitors; actives 0.39% (n = 280,000); AID 1468; note: % is set by controls: 0 for no effect and ±100 for the full control effect; nearly all actives have a fitted effect of over 55% in size
Target sequence (P10636 561-689 P618L limits assumed): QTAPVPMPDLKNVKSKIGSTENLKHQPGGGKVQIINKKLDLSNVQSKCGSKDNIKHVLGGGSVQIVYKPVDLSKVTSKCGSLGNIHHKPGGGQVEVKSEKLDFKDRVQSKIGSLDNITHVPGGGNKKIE
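Steps: dispense K18 P301L tau (15 uM plus 0.24 uM Alexa 594 tracer, final) in pH 7 sodium acetate; add compound; add heparin (20 uM final); incubate 6 hr, 37 C; add ThT (30 uM final); after 1 hr ambient, read FP.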
HTT cytoprotect: Huntington cell model cytoprotection by ATP luminescence; Potency, µM (highest dose often 56.4 µM), for inactives: cytoprotection (ATP increase), hits mostly activators; AID 1471; PC12 HTT-Q103 induced, cytoprotection, ATP luminescence, 40 h; actives 0.14% (n = 230,000);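 note: % of control where 0% means no effect; nearly all actives have a fitted effect of over 45% in size; toxic huntingtin expression switched on by the ecdysone agonist tebufenozide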
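Compounds were screened for protection of PC12 cells against cell death after tebufenozide induction (100 nM final) of mutant Huntingtin exon 1 (Q103) fused to GFP.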
SMN2 splice up: increases expression of the SMN2 splice variant; actives 2.8% (n = 210,000); HEK293 SMN2-luciferase splicing reporter, luminescence, 30-36 h; Potency, µM (doses to about 46.1 µM), without a hit: at the highest dose activity change, positive = activation, actives largely listed as activators; AID 1458; note: % of control where 0% means no effect; nearly all actives have a fitted effect of over 55% in size
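HEK293 cells carry an SMN2 […]–luciferase reporter in which exon 7 inclusion puts luciferase in frame. Cells were plated 10-12 h before compound addition, then incubated 30-36 h at 37C. ONE-Glo luminescence was read; sodium butyrate at 4.5 mM final served as control.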
Tau fibril ThT: blocks human tau fibril formation measured by thioflavin T. P10636. recombinant tau K18 P301L (four-repeat tau fragment), heparin-induced fibrillization, ThT fluorescence. Potency, µM (series often up to 57.4 µM), for the others: top-dose activity, negative = inhibition, actives largely listed as inhibitors. actives 2.1% (n = 270,000). AID 1460; note: % is set by controls: 0 for no effect and ±100 for the full control effect; nearly all actives have a fitted effect of over 55% in size
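Tau K18 P301L fragment (15 uM unlabeled plus 0.24 uM Alexa 594-labeled) in 100 mM sodium acetate pH 7 with compound, fibrillization induced by 20 uM heparin for 6 hr at 37 C. Thioflavin T (30 uM) added, fluorescence read after 1 hr (ex 450, em 510 nm).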
An asterisk follows results filed as active; ? = inconclusive; nt = not tested or not shown; & = joins results of further samples; [ ] = another dose, or the depositor's remark. Unless noted, calls come from the whole dose curve; as a rule, active = well fitted curve in the direction sought with a large enough effect; inconclusive = small, poorly fitted or top-dose-only effect, or another doubt; inactive = no such curve, though single readings can be large; an effect the other way counts as inactive or inconclusive. Potency is the fitted concentration of half-maximal effect. The list is partial; count on the stated rates, not on these rows.

SMILES	ALDH1A1 block	KDM4E inh	Tau fluor counter	HttQ103 aggreg	Tau FP inhib	HTT cytoprotect	SMN2 splice up	Tau fibril ThT
O=c1n(Cc2ccc(F)cc2)c2ccccc2c2nc(-c3ccccc3)nn12	nt	nt	-14%	nt	-15%	nt	6%	-3%
COC(=O)C1C(O)C(C)C(O)C(C)(O)/C=C\C=C(/C)C(=O)Nc2c(C)c(OC(C)=O)c3c(c2O)C(=O)C(C)=C2OCOC(=C23)/C(C)=C/C(C)(O)C(O)C(C)C1O (stereo unspecified)	nt	3.2µM*	4µM*[quencher]	-9%[9.22 µM]	?	-3%[10 µM]	nt	nt
Cc1cc(C)cc(OCC(=O)Nc2ccc(F)cc2)c1	?	-6%	-18%	13%	-10%	-15%	-10%	?
COC(=O)c1cn(NC(=O)Cn2nc([N+](=O)[O-])c(Br)c2C)c(=O)c2ccccc12	14%	1%	-2%	21%	6%	-17%	4%	3%
COc1ccccc1NC(=S)N(Cc1ccco1)Cc1cc2cc(C)cc(C)c2[nH]c1=O	0%	-15%	-8%	9%	-5%	-12%[10 µM]	-4%	6%
CCCn1c(=O)c(C(=O)NCc2ccccn2)c(O)c2ccccc21	?	?	-11%	?	13%	2%[10 µM]	-31%[inhibitor]	?
Cc1ccc(-c2cc(C(F)(F)F)nn2-c2ccc(S(N)(=O)=O)cc2)cc1	10%&15%	-9%	-24%	8%	-1%	-28%&13%	-16%&-22%	-10%
O=C(Oc1oc(-c2ccco2)nc1C=Nc1ccc(Cl)cc1)c1ccco1	12%	3%	-20%	4%	?	-34%	10%	?
C/C(=N/NC(=O)CNC(=O)c1ccccn1)c1cccc([N+](=O)[O-])c1	?	-1%	-7%	25%	-5%	27%[10 µM]	-16%	-17%
N#C/C(=C\c1cn(-c2ccccc2)nc1-c1cc2ccccc2o1)c1nc2ccccc2[nH]1	?	3%	?	-16%	?	-9%[10 µM]	-3%	-12%
CCOc1ccccc1N1CCN(C(=O)C2c3ccccc3Oc3ccccc32)CC1	-8%	3%	-15%	1%	-4%	-87%[inhibitor]	3%	-13%
O=C(NCc1cccs1)C1CCN(S(=O)(=O)c2ccc(Cl)cc2)CC1	?	-8%	-8%	6%[9.22 µM]	-2%	-9%[10 µM]	nt	-3%
COC(=O)c1cc(S(=O)(=O)Nc2ccsc2C(=O)OC)oc1C	nt	-3%	-7%	6%[9.22 µM]	-7%	-12%[10 µM]	nt	nt
CC(C)(C)c1ccc(C(=O)NNc2ncccc2-n2cccc2)cc1	-6%	-4%	-22%	-6%[9.22 µM]	-2%	-21%[10 µM]	nt	-16%
CCn1cc([N+](=O)[O-])c(C(=O)N2N=C(c3ccccc3)CC2c2ccc([N+](=O)[O-])cc2)n1 (stereo unspecified)	-7%	1%	-19%	14%	13%	nt	25%	?
O=C(CNc1ccc(Cl)cc1)c1ccc(Br)cc1	10µM*	-1%	2%	28%	8%	nt	12%	-15%
CCN1CCN(C(=O)c2cc3c(s2)-c2ccccc2S(=O)(=O)C3)CC1	-4%	-10%	-2%	12%	-6%	6%	12%	-2%
CCOC(=O)COc1ccc2nsnc2c1	-10%	?	5%	-1%	10%	-32%	8%	-10%
CCc1ccc(OCC(=O)Nc2c(C(=O)c3ccccc3)oc3ccccc23)cc1	nt	nt	-18%	nt	?	nt	25%	-5%
Cn1c2c(c(=O)n(C)c1=O)CN(Cc1ccco1)CN2	3%	-5%	2%	-16%	5%	-9%	6%	-10%

Reprinted at random: five compounds from above.
SMILES	ALDH1A1 block	KDM4E inh	Tau fluor counter	HttQ103 aggreg	Tau FP inhib	HTT cytoprotect	SMN2 splice up	Tau fibril ThT
CCOc1ccccc1N1CCN(C(=O)C2c3ccccc3Oc3ccccc32)CC1	-8%	3%	-15%	1%	-4%	-87%[inhibitor]	3%	-13%
COC(=O)c1cn(NC(=O)Cn2nc([N+](=O)[O-])c(Br)c2C)c(=O)c2ccccc12	14%	1%	-2%	21%	6%	-17%	4%	3%
Cc1ccc(-c2cc(C(F)(F)F)nn2-c2ccc(S(N)(=O)=O)cc2)cc1	10%&15%	-9%	-24%	8%	-1%	-28%&13%	-16%&-22%	-10%
C/C(=N/NC(=O)CNC(=O)c1ccccn1)c1cccc([N+](=O)[O-])c1	?	-1%	-7%	25%	-5%	27%[10 µM]	-16%	-17%
O=C(Oc1oc(-c2ccco2)nc1C=Nc1ccc(Cl)cc1)c1ccco1	12%	3%	-20%	4%	?	-34%	10%	?

(listing goes on)
SMILES	ALDH1A1 block	KDM4E inh	Tau fluor counter	HttQ103 aggreg	Tau FP inhib	HTT cytoprotect	SMN2 splice up	Tau fibril ThT
CCCCCCCCC1OC1CCCCCCCC(=O)O (stereo unspecified)	11%	-3%	-7%	nt	7%	0%	12%	-13%
CNC(=O)CS(=O)CC(=O)Nc1cc(OCCOC)c(Cl)cc1Cl (stereo unspecified)	1%	7%	4%	3%[9.22 µM]	-7%	16%[10 µM]	nt	1%
COc1ccccc1C(=O)OCc1nc(N)nc(Nc2ccccc2C)n1	8%	11%	-7%	-5%	5%	6%[1.9 µM]	?	-3%
O=C(Nc1ccc2oc(-c3ccccc3)nc2c1)c1cc(-n2cnnc2)ccc1Cl	-7%	6%	?	-13%	?	nt	18%	-20%
COc1ccc(CN2CCN(C(=O)c3cccs3)CC2)c(OC)c1OC	18µM*	?	1%	-1%	-2%	-3%	-5%	0%
C=CCN(C)NC(=O)Nc1ccccc1	1%	-1%	1%	nt	-5%	nt	5%	-5%
N#Cc1c(N(CCO)CCO)nc(N)c2c(N)nc3c(c12)CC(=O)N3Cc1cccs1	nt	?	?	0%[9.22 µM]	?	27%[10 µM]	nt	16µM*
CCOc1ccc(CCNC(=O)Cn2c(=O)oc3ccccc32)cc1OCC	-3%	-7%	-14%	-15%	-5%	11%	2%	-4%
Cn1cc(C(=O)Nc2ccc(F)c(F)c2)cn1	1%	6%	-2%	-18%	9%	-12%	-1%	6%
Cc1ccc2c(c1)C(SCC(=O)NCCc1ccccc1)CC1(CCCC1)O2 (stereo unspecified)	-8%	5%	-3%	10%	3%	nt	5%	5%

Already shown: 6 of the compounds above.
SMILES	ALDH1A1 block	KDM4E inh	Tau fluor counter	HttQ103 aggreg	Tau FP inhib	HTT cytoprotect	SMN2 splice up	Tau fibril ThT
CCCCCCCCC1OC1CCCCCCCC(=O)O (stereo unspecified)	11%	-3%	-7%	nt	7%	0%	12%	-13%
CNC(=O)CS(=O)CC(=O)Nc1cc(OCCOC)c(Cl)cc1Cl (stereo unspecified)	1%	7%	4%	3%[9.22 µM]	-7%	16%[10 µM]	nt	1%
COc1ccccc1C(=O)OCc1nc(N)nc(Nc2ccccc2C)n1	8%	11%	-7%	-5%	5%	6%[1.9 µM]	?	-3%
O=C(Nc1ccc2oc(-c3ccccc3)nc2c1)c1cc(-n2cnnc2)ccc1Cl	-7%	6%	?	-13%	?	nt	18%	-20%
COc1ccc(CN2CCN(C(=O)c3cccs3)CC2)c(OC)c1OC	18µM*	?	1%	-1%	-2%	-3%	-5%	0%
C=CCN(C)NC(=O)Nc1ccccc1	1%	-1%	1%	nt	-5%	nt	5%	-5%

(list continues)
SMILES	ALDH1A1 block	KDM4E inh	Tau fluor counter	HttQ103 aggreg	Tau FP inhib	HTT cytoprotect	SMN2 splice up	Tau fibril ThT
Cc1c(C(=O)NCc2cccnc2)oc2c1C(=O)CC(C)(C)C2	-7%	4%	1%	-8%	5%	-16%[0.074 µM]	19%	-4%
Cc1cc(=O)oc2cc(Nc3ccccc3)ccc12	?	-5%	-2%	-3%	9%	-29%[10 µM]	8%	6%
CN1CCN(C(=O)c2ccc(N(Cc3ccccc3Cl)S(C)(=O)=O)cc2)CC1	3%	0%	-8%	6%	-5%	-11%[0.074 µM]	23%	-9%
COc1cc(C(=O)NCC(c2cccnc2)N2CCN(c3ccccc3)CC2)cc(OC)c1OC (stereo unspecified)	-6%	-6%	1%	24%	3%	11%[10 µM]	-4%	-6%
N#C/C(=C\c1cccs1)C(=O)c1ccccc1	nt	-9%	-14%	2%[9.22 µM]	4%	24%[10 µM]	nt	nt
CCOC(=O)C1=C(N)Oc2cc(C)n(CCc3ccc(OC)c(OC)c3)c(=O)c2C1c1cccnc1 (stereo unspecified)	?	5%	-8%	?	-13%	-16%	9%	-3%
CCCCCCCCCn1c2c(c(=N)c3c1CCC3)CCC2	-10%	-2%	3%	1.3µM*	4%	-52%[inhibitor][10 µM]	-75%[inhibitor]	-13%
CC(=O)Nc1ccc(OCC(=O)NC(C)c2ccc(F)cc2)cc1 (stereo unspecified)	2%	16%	4%	15%	-1%	-32%[inhibitor]	18%	2%
CCc1ccc(NC(=O)CC2C(=O)NCCN2C(=S)Nc2ccccc2)cc1 (stereo unspecified)	-3%	-2%	?	?	?	nt	-1%	-7%
Cc1c(C#N)c(NC(=O)CCl)n(Cc2ccc(F)cc2)c1C	?	-29%	-7%	6.3µM*	2%	-91%[inhibitor]	nt	?
Cn1c(NN)nc2sc3c(c2c1=O)CC(C)(C)OC3	-25%	-4%	6%	-17%	9%	27%[10 µM]	-15%	12%
CN1CCN(c2ccc(NC(=O)COc3ccc(Cl)cc3Cl)cc2)CC1	0%	-2%	-24%	1%	11%	-14%[0.074 µM]	-28%	?
O=C(Nc1ccccc1Cl)N1CCN(c2ncccn2)CC1	8%	-3%	6%	-18%	8%	10%[10 µM]	0%	-5%
COc1cccc(-c2cc(C(=O)Nc3c(C)nn(Cc4ccccc4)c3C)no2)c1	?	4%	-2%	?	-2%	-3%[10 µM]	-55%[inhibitor]	-6%
NC(=S)N/N=C/c1ccc(-c2ccccc2)o1	-15%	?	-22%	34%	10%	-8%	-13%	?

From PubChem
